High-throughput results (PubChem)
Hsp70 displacement: Hsp70 inhibitors, probe displacement, primary screen, biochemical, fluorescence polarization (AID 583). 140,000 tested, 0.06% active. Hsp70 fluorescence polarization probe displacement, mP; higher % means a stronger effect. Heat shock 70 kDa protein 1A (Homo sapiens). one-dose displacement, % at 20 µM; IC50 in µM for titrated hits; in the data active = displacement above about 50%;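 also: plate controls were vehicle for no effect and reference ligand for full effect; a part of the inactive calls stands beside numbers as strong as those of hits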
MKP-3 inhibition: MKP-3 phosphatase inhibitors, primary screen, biochemical, rat enzyme, in vitro (AID 425). 110,000 tested, 0.17% active. one-dose inhibition, % at 20 µM; IC50 in µM for titrated hits. Dual specificity protein phosphatase 6 (Rattus norvegicus). recombinant MKP-3 phosphatase activity, fluorescence; higher % means a stronger effect; in the data active = inhibition above about 50%;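 also: plate controls were vehicle for no effect and reference inhibitor for full effect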
The depositor's hits bear a star; . = not tested or not shown; & = joins results of further samples.

SMILES	Hsp70 displacement	MKP-3 inhibition
Cc1cccn2c(=O)c3c(nc12)N1CCc2ccccc2C1C1(C3)C(=O)NC(=O)N(C)C1=O (stereo not drawn)	6.3%	.
OCCN1C2CCC1CC(O)(c1ccc(F)cc1)C2 (stereo not drawn)	-2.1%	-1%
CCCCN1C(=O)NC(=O)C2(Cc3cc(C)ccc3N(C)C2)C1=O (stereo not drawn)	1.4%	-1%
CN(C)S(=O)(=O)c1ccc(C(=O)Nc2ccc(Cl)cc2C(=O)c2ccccc2)cc1	1.9%	2%
COc1cc(/C=C2\C(=O)NC(=O)N(c3ccccc3)C2=O)cc(OC)c1O	-2.5%	.
COc1ccc(Cn2c(O)c(C=NCCCn3ccnc3)c(=O)[nH]c2=O)cc1	0.4%	0%
CC(Cc1ccccc1)NC(=O)/C=C/c1ccco1 (stereo not drawn)	1.6%	-2%
Cc1cc(OC(=O)c2ccco2)c2c3c(c(=O)oc2c1)CCCC3	8.1%	.
S=C(Nc1cccc2ccccc12)NC1CN2CCC1CC2 (stereo not drawn)	4.5%	0%
CCCCCCOC(=O)C1CN1C(Cc1ccccc1)C(=O)OC (stereo not drawn)	-6.9%	0%
CC(=NCCCN1CCOCC1)c1c(O)n(-c2ccccc2C)c(=O)[nH]c1=O	-1.1%	-4%
O=C1NC(=O)C(=Cc2ccc(N3CCOCC3)cc2)C(=O)N1	-1.2%	2%
Nc1ccc(Oc2ccc(N)c(N)c2)cc1N	4.7%	24%
O=C(c1ccc(Cl)cc1)C12CN3CN(CN(C3)C1)C2	8.1%	-11%
CC(C)C/C(=N/O)c1c[nH]c2ccccc12	-3.1%	.
CCOC(=O)CNC(=O)CN1CC1C(=O)OCC (stereo not drawn)	1.2%	5%
Cn1c2ccccc2c2c(C(=O)N3CCC4(CC3)OCCO4)cn(C3CCCCC3)c(=O)c21	.	9%
CCn1c(=O)cc(SCC(=O)N2CCC3(CC2)OCCO3)c2ccccc21	4.2%	5%
COc1ccccc1-n1c(Cc2ccccc2)nc2ccccc2c1=O	-1.0%	3%
CC(C)(C)c1nc(NCc2ccc3c(c2)OCO3)c2nnn(Cc3ccccc3Cl)c2n1	-6.0%	.
O=C(CSC1c2ccccc2-c2ccccc21)N/N=C/c1ccccc1O	2.9%	.
Cc1ccc(-n2nc(C)c3c2NC(=O)CSC3c2ccc3c(c2)OCO3)cc1 (stereo not drawn)	0.4%	-2%
COc1ccc(CCNCc2ccco2)cc1	2.4%	0%
C=Cn1ccnc1P(=S)(c1nccn1C=C)c1nccn1C=C	3.1%	.
O=P(C(c1c[nH]c2ccccc12)N1CCOCC1)(N1CCOCC1)N1CCOCC1 (stereo not drawn)	0.2%	-1%
CC(C)N1CCN(Cc2ccccc2Br)CC1	-3.1%	3%
CC(C)Oc1ccc(Br)cc1C=C1C(=O)NC(=O)NC1=O	2.9%	2%
C[N+]1(C)[C@@H]2CC(OC(=O)[C@H](CO)c3ccccc3)C[C@H]1[C@@H]1O[C@@H]12 (stereo partly drawn)	1.9%	-10%
CCC(CC)N1CCN(C(=O)Cc2ccccc2)CC1	5.7%	.
C=CCN1C(=O)C2(C(C(=O)OCC)=C(N)Oc3ccccc32)c2c1c1ccccc1oc2=O (stereo not drawn)	0.1%	-3%
CCC12CN3CCN(CC(C3)/C1=N\O)C2	-1.6%&-3.2%	0%&3%
CCOc1ccc(NC(=S)NC2CN3CCC2CC3)cc1 (stereo not drawn)	-0.4%	-15%
CN1CCN(CCC(C#N)(c2ccccc2)c2ccccc2)CC1	1.9%	-3%
CCCSP1(=S)NCCCO1 (stereo not drawn)	-6.2%	-2%
CN(C)C1(c2nnnn2CCOC(=O)Nc2ccc(Cl)cc2)CCCCC1	-1.1%	-11%
COc1ccc(C=C2C(=O)NC(=O)NC2=O)c(OC)c1	8.4%	-6%
CC(=NCC1CCCO1)c1c(O)n(-c2ccc(Cl)cc2)c(=O)[nH]c1=O (stereo not drawn)	-3.9%	-14%
O=C(CN1CCN(Cc2ccc(Cl)cc2)C1=O)N1CCC2(CC1)OCCO2	.	4%
COc1ccc(C(CC(=O)N2CCC3(CC2)OCCO3)NS(=O)(=O)c2ccc(C)cc2)cc1 (stereo not drawn)	5.4%	4%
CCOc1ccc(N=C2SCCCN2C)cc1	6.4%	.
OC1(c2ccccc2F)CC2CCC(C1)N2CCN1CCOCC1 (stereo not drawn)	-1.9%	-12%
O=C1NC(=O)C2(C(=O)N1)C(c1ccc(F)cc1)NC(=S)NC2c1ccc(F)cc1 (stereo not drawn)	-0.6%	.
COc1cccc(CN2CCN(C(=O)Cc3ccccc3)CC2)c1OC	0.5%	0%
COc1ccc2c(c1)c(C(=O)O)c(C)n2C(C)C	-1.6%	.
O=P(/C(=N/O)N1CCOCC1)(N1CCOCC1)N1CCOCC1	3.6%	-8%
COc1ccc(P2(=O)Nc3ccccc3N2)cc1	14%	-10%
Cc1ccccc1-n1c(O)c(C=Nc2ccc3c(c2)OCO3)c(=O)[nH]c1=O	-2.6%&0.2%	3%&1%
CCC(C)N1CCN(Cc2cc(OC)c(OC)c(OC)c2)CC1 (stereo not drawn)	-3.2%	1%
COC1=CC(=O)OC(/C=C/c2ccccc2)C1 (stereo not drawn)	5.5%	1%
CN(C)CCN=Cc1c(O)n(C2CCCCCC2)c(=O)[nH]c1=O	6.6%	-3%
CC(C)N1CCC2(CC1)NC(CO)(CO)CO2	1.0%	-6%
CN1C(=O)NC(=O)/C(=C/c2cn(C)c3ccccc23)C1=O	-0.7%	3%
Cc1cccc(C)c1NC1=NCCCS1	4.2%	-8%
O=Cc1cn(Cc2cccc3ccccc23)c2ccccc12	-2.5%	6%
CCC(=NCc1ccco1)c1c(O)n(-c2ccc(C)cc2)c(=O)[nH]c1=O	1.8%	.
CC(=O)OC1CCC2(C)C(=CCC3C4C/C(=C\c5ccc([N+](=O)[O-])cc5)C(=O)C4(C)CCC32)C1 (stereo not drawn)	3.7%	0%
CN1CN(Cc2ccccc2)CN/C1=N/[N+](=O)[O-]	-0.4%	0%
Cc1ccccc1-n1c(/C=C/c2ccc(Cl)cc2)nc2ccccc2c1=O	5.8%	4%
O=C(Cc1ccccc1)N1CCN(Cc2ccc(F)cc2)CC1	0.7%	3%
COc1ccc(CN2CCN(C(=O)Cc3ccccc3)CC2)cc1Br	6.7%	1%

Part of the list above in order of count of non-hydrogen atoms, falling:
SMILES	Hsp70 displacement	MKP-3 inhibition
CC(=O)OC1CCC2(C)C(=CCC3C4C/C(=C\c5ccc([N+](=O)[O-])cc5)C(=O)C4(C)CCC32)C1 (stereo not drawn)	3.7%	0%
CCC(=NCc1ccco1)c1c(O)n(-c2ccc(C)cc2)c(=O)[nH]c1=O	1.8%	.
O=C(Cc1ccccc1)N1CCN(Cc2ccc(F)cc2)CC1	0.7%	3%
COc1ccc(P2(=O)Nc3ccccc3N2)cc1	14%	-10%
CC(C)N1CCC2(CC1)NC(CO)(CO)CO2	1.0%	-6%

Single entries from the list.
MKP-3 inhibition, O=Cc1cn(Cc2cccc3ccccc23)c2ccccc12 = 6%
MKP-3 inhibition, CC(C)N1CCC2(CC1)NC(CO)(CO)CO2 = -6%
MKP-3 inhibition, OC1(c2ccccc2F)CC2CCC(C1)N2CCN1CCOCC1 (stereo not drawn) = -12%

More compounds follow.
SMILES	Hsp70 displacement	MKP-3 inhibition
Cc1cc(C)cc(-n2c(C)cc(C=C3C(=O)NC(=O)NC3=O)c2C)c1	2.9%	5%
Cc1cc([N+](=O)[O-])c(C)cc1-c1ccc(C=C2C(=O)NC(=O)NC2=O)o1	47%	0%
C#C[C@]1(O)CC[C@H]2[C@@H]3CCC4=CC(=O)CC[C@]4(C)[C@H]3CC[C@@]21C	-0.6%	-4%
CC(C)CC(NC(=O)C1CCCCC1)C(=O)N1CCC2(CC1)OCCO2 (stereo not drawn)	5.0%	2%
CCOC(=O)C1=C(N)Oc2ccccc2C12C(=O)N(CC(=O)OC)C(CC(=O)OC)=C2C(=O)OC (stereo not drawn)	-0.2%	.
C=CCNC(=O)c1c(N)n(Cc2ccco2)c2nc3ccccc3nc12	3.1%	.
O=C1C2CCCN2C(c2cccs2)N1c1ccccn1 (stereo not drawn)	0.3%	7%
Cc1c(C(=O)N2CCC3(CC2)OCCO3)oc2ccccc12	1.0%	-10%
O=C(Cc1ccccc1)N1CCN(Cc2c[nH]c3ccccc23)CC1	7.3%	-5%
C=CCn1c(O)c(C(C)=NCc2cc(OC)cc(OC)c2)c(=O)[nH]c1=O	3.7%	-9%
COc1cccc(C=C2C(=O)NC(=S)NC2=O)c1	4.4%	2%
O=C1NC(=O)N(C2CCCCC2)C(=O)C1C1c2ccccc2C(=O)N1Cc1ccccc1 (stereo not drawn)	0.6%	-52%
Cc1cccc(C2=NCC(=O)N(CC(=O)NCc3ccco3)c3sc4c(c32)CCCC4)c1	0.1%	1%
CCOC(=O)c1c(N)n(Cc2ccco2)c2nc3ccccc3nc12	13%	-14%
CCOC(=O)c1c(C)n(Cc2ccccc2)c2ccc(OCC(O)Cn3nc(C)nc3C)cc12 (stereo not drawn)	-2.4%	3%
O=c1cccc2n1CC1CC2CN(c2ncnc3c2cnn3-c2ccccc2)C1 (stereo not drawn)	1.3%	-1%
COc1ccc(-c2nc3ccccc3c(=O)n2-c2ccccn2)cc1	-1.1%	3%
Oc1ccc(Cl)cc1CN1CCN(Cc2ccccc2)CC1	1.5%	.
Cc1cc(OC(C)C(=O)O)c2c3c(c(=O)oc2c1)CCC3 (stereo not drawn)	-3.4%	3%
Cc1nnc(SCc2nc3ccccc3c(=O)n2-c2ccccc2Cl)n1N	3.8%	0%
COc1ccc(CCNCc2ccc(F)cc2)cc1OC	6.0%	.
CC(C)CNC(=O)c1c(N)n(Cc2ccc3c(c2)OCO3)c2nc3ccccc3nc12	2.9%	.
COc1cccc(CN2CCNCC2)c1OC	-2.2%	1%
O=c1c2cc(I)ccc2nc(/C=C/c2cccc([N+](=O)[O-])c2)n1-c1ccccc1	-2.8%	0%
Cc1cc(C)cc(N2C(=O)NC(=O)/C(=C\C=C\c3ccco3)C2=O)c1	-0.2%	6%
C=CCN1C(=O)NC(=O)/C(=C/c2ccc(N(C)C)c(Br)c2)C1=O	-4.1%	2%
COc1cccc(-c2cc(C(F)(F)F)n3nc(C(=O)N4CCC5(CC4)OCCO5)cc3n2)c1	4.5%	0%
OC1C2CCCC1C(N1CCCCC1)CC2 (stereo not drawn)	3.2%	-6%
O=c1[nH]c(=O)n(-c2cccc(Cl)c2)c(O)c1/C=N/c1ccccn1	0.5%	-12%
O=C1NC(=S)N(c2ccc(Br)cc2)C(=O)/C1=C/c1ccc(-c2ccc(C(=O)O)cc2)o1	7.5%	3%
COc1cccc(N2CCN(Cc3ccc(Cl)cc3)CC2)c1	7.7%	-4%
C[C@H]1CCCC(=O)CCC/C=C/c2cc(O)cc(O)c2C(=O)O1	1.5%	-3%
CC(C)C[C@H](NC(=O)[C@@H]1CCCN1C(=O)[C@@H](N)Cc1ccc(O)cc1)C(=O)NCC(N)=O	1.4%	-4%
O=C(c1ccc(CS(=O)(=O)c2ccccc2)o1)N1CCC2(CC1)OCCO2	4.7%	-8%
CN1C(=O)NC(=O)/C(=C/c2ccc(-c3ccc([N+](=O)[O-])cc3Br)o2)C1=O	8.2%	15%
O=c1[nH]c(=O)n(C2CCCCCC2)c(O)c1C=NCC1CCCO1 (stereo not drawn)	4.6%	2%
O=c1c2ccccc2nc(-c2ccccc2F)n1-c1ccccc1	2.0%	-2%
COC(=O)CN1C(=O)C2(C(C(=O)OC)=C(N)Oc3ccccc32)C2=C1CC(C)(C)CC2=O (stereo not drawn)	-2.1%	.
Clc1ccccc1CN1CCN(c2ccccc2Cl)CC1	4.0%	.
CCCCc1nc2ccccc2c(=O)n1-c1ccc(O)cc1	-1.7%	-3%
FC(F)(F)C1=NC(C(F)(F)F)=NP(N2CCOCC2)(N2CCOCC2)=N1	-6.3%	-1%
O=C(CN1CCN(Cc2cccc(Cl)c2)C1=O)N1CCC2(CC1)OCCO2	2.8%	-7%
CN1CCCC1C(O)(c1ccccc1)c1ccccc1 (stereo not drawn)	3.8%	1%
O=C(Cc1ccc(Br)cc1)N1CCN(Cc2ccccc2)CC1	-0.9%&2.8%	3%&4%
Cn1c(O)c(C=NCCN2CCNCC2)c(=O)n(C)c1=O	-0.7%	.
Cc1ccccc1CN1CCN(C(=O)COc2ccc3ccccc3c2)CC1	0.4%	-2%
COc1ccc(CNCC(=O)N2CCC3(CC2)OCCO3)cc1	-3.8%	-8%
CC(C)c1ccc(N2C(=O)CC(=O)NC2=O)cc1	0.0%	1%
Cc1cccc(-n2c(C)nc3ccccc3c2=O)n1	-2.3%&1.2%	0%
CCOP(=O)(C#CC(C)(C)C)C(O)(c1ccccc1)C(F)(F)F (stereo not drawn)	3.3%	-2%
O=[N+]([O-])c1ccc(N2CCOCC2)c(F)c1Br	0.1%	0%
COC(=O)C1CN(C#N)N(c2ccc(Cl)cc2)C12c1ccccc1-c1ccccc12 (stereo not drawn)	-4.8%	.
CC(=O)Nc1ccccc1OC(=O)N(C)C	1.5%	-1%

An excerpt of these results, as a markdown table:
| smiles | Hsp70 displacement | MKP-3 inhibition |
| --- | --- | --- |
| CCCSP1(=S)NCCCO1 (stereo not drawn) | -6.2% | -2% |
| CN(C)C1(c2nnnn2CCOC(=O)Nc2ccc(Cl)cc2)CCCCC1 | -1.1% | -11% |
| COc1ccc(C=C2C(=O)NC(=O)NC2=O)c(OC)c1 | 8.4% | -6% |
| CC(=NCC1CCCO1)c1c(O)n(-c2ccc(Cl)cc2)c(=O)[nH]c1=O (stereo not drawn) | -3.9% | -14% |
| O=C(CN1CCN(Cc2ccc(Cl)cc2)C1=O)N1CCC2(CC1)OCCO2 | . | 4% |
| COc1ccc(C(CC(=O)N2CCC3(CC2)OCCO3)NS(=O)(=O)c2ccc(C)cc2)cc1 (stereo not drawn) | 5.4% | 4% |

Only part of the results is shown; the hit share may differ from the screen's.
